# CDK5 inh – blocks human CDK5/p35 kinase activity. Q00535+Q15078. inhibition, % at 10 µM. AID 488839. Recombinant CDK5/p35, ADP-Glo luminescence, 60 min. 0.01% of 330,000 active;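 active = highest replicate inhibition of at least 50% and at least 75% of replicates reaching 50%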;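 note: plate controls were DMSO neutral control for no effect and GW8510 at 10 µM for full effect; many of its hits are not listed in these tables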
# SR-BI DiI inh – inhibitors of mouse SR-BI mediated HDL lipid uptake | Q61009 | ldlA[mSR-BI] CHO cells, DiI-HDL uptake fluorescence, 3 h | inhibition, % at 12.5 µM | 0.96% of 320,000 active | AID 488896;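 active = mean replicate inhibition of at least 70% and a set share of replicates each scoring 70 or more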;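 note: 0% = median of neutral control wells and 100% = median of positive control wells; values of inactives mirror those of a sister screen read the other way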
# Target sequence (Q61009 whole entry, looked up): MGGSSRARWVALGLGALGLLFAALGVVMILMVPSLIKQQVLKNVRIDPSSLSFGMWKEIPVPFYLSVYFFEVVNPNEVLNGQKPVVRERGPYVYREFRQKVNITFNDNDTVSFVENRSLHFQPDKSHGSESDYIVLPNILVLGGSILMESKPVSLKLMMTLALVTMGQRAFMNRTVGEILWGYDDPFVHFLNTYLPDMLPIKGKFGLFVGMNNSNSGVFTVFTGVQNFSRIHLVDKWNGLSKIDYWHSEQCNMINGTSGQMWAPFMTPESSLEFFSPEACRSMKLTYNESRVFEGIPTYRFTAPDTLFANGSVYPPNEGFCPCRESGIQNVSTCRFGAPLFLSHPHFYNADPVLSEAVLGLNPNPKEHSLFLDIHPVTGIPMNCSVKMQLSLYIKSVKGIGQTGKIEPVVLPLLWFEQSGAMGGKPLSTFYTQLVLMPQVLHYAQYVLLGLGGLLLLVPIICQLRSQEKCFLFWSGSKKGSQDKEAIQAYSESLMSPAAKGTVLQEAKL
# cardiac RTF act – increases calcium sensitivity of human cardiac regulated thin filaments; P19429+P45379; IANBD-labeled TnC RTF fluorescence at EC20 calcium; 0% EC20 calcium, 100% full calcium; activation, % at 7.2 µM; 0.24% of 340,000 active; AID 493008;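 active = activation above the mean over all tested compounds plus 3 SD, cut at about 30% in these data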;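 note: rise in fluorescence read as greater calcium sensitivity of cardiac thin filaments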
# Wnt act – activators of Wnt/beta-catenin signaling | 1.2% of 300,000 active | activation, % at 9.35 µM | Wnt/beta-catenin reporter cell assay, activator, plate reader; in the data active = activation above about 30%, passing the limit was not always enough;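 note: 0% = neutral control wells and 100% = positive control wells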
# SR-BI uptake up – SR-BI HDL lipid transfer activation | CHO ldlA[mSR-BI] cells, DiI-HDL uptake fluorescence, 3 h; 100 = double the neutral-control signal | activation, % at 12.5 µM | 0.096% of 320,000 active | AID 504775;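 active = mean replicate activation of at least 60% and every replicate at or above 60%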;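 note: 0% = median plate neutral-control signal and 100% = twice that signal; values of inactives mirror those of a sister screen read the other way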
#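 Test system: SR-BI-overexpressing, LDLR-lacking CHO cells; Medium: Ham's F12 with 0.5% BSA, HEPES 25 mM, pH 7.4; Schedule: 3 h, 37 °C; Technique: bottom-read fluorescence, 550/595 nm.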
# Rtt109 Vps75 – blocks Candida albicans Rtt109/Vps75 acetyltransferase activity; Q5AAJ8; purified Rtt109/Vps75, ThioGlo CoA-SH fluorescence, 4 h; inhibition, % at 34.9 µM; 0.16% of 330,000 active;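 active = inhibition of at least 50% in every replicate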
# MITF act – increases MITF-driven TRPM1 promoter luciferase signal | activation, % at 12.5 µM | 0.75% of 300,000 active | SK-MEL-5 TRPM1-promoter luciferase, 24 h; % of positive control, neutral wells = 0;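 active = mean activation of at least 80% with every replicate also reaching 80%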;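 note: 0% = neutral control wells and 100% = parthenolide positive control wells; values of inactives mirror those of a sister screen read the other way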
# dFosB act – enhances mouse delta FosB homodimer DNA binding | activation, % at 25 µM | 0.99% of 340,000 active | purified delta FosB, TAMRA-CDK5 oligo fluorescence polarization; percent of positive-control signal above neutral wells;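 active = mean activation above about 17%, with every replicate also reaching it, limit read from the data, passing the limit was not always enough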;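 note: fluorescence polarization rise as delta FosB binds a TAMRA Cdk5 AP-1 oligo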
# Target sequence (P13346 whole entry, looked up): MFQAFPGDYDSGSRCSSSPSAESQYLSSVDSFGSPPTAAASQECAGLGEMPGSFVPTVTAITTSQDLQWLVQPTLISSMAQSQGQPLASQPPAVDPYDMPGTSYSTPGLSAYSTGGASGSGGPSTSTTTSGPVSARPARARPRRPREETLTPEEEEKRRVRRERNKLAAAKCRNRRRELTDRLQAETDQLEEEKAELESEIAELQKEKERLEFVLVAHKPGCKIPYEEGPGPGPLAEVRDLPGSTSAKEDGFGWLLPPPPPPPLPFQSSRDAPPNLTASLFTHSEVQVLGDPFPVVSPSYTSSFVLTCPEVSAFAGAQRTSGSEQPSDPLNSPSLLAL
# HTR5A ag ctr – counter-screen for OPRM1-OPRD1 agonists: human HTR5A agonism; P47898; HTR5A agonist assay, luminescence, cell-based; activation, % at 9.3 µM; 0.61% of 340,000 active; AID 504692; in the data active = activation mostly above about 9.5%, no sharp cut-off; inactive = mostly below about 7.6%;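 note: 0% = cells with vehicle only and 100% = reference agonist; strong numbers were not always called active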
# PvdQ acylase – blocks Pseudomonas aeruginosa PvdQ acylase activity; 0.063% of 340,000 active; inhibition, % at 10 µM; AID 488965; purified PvdQ acylase, fluorescence plate reader; in the data active = inhibition above about 30%, passing the limit was not always enough;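 note: 0% = vehicle neutral wells and 100% = reference inhibitor wells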
# * hit, by the source's call; . = not tested or not shown. Outcome played no part in choosing rows. Share with any hit: about 4.4%.
SMILES,CDK5 inh,SR-BI DiI inh,cardiac RTF act,Wnt act,SR-BI uptake up,Rtt109 Vps75,MITF act,dFosB act,HTR5A ag ctr,PvdQ acylase
CCOc1nc(NCCc2ccc(OC)c(OC)c2)nc(NC(C)(C)CO)n1,3.5,12,3,.,-12,5,-10,-1,0,9
O=C(CN1CCCCCC1)Nc1ccccc1OC(F)F,-1.3,2,0,0,-2,12,-12,-5,0,10
CC(=O)Nc1ccc(NC(=O)COc2ccc(Cl)cc2Cl)cc1,-1.0,6,10,1,-6,10,.,5,2,-14
COC(=O)c1c(NC(=S)NN2CCOCC2)sc2c1CCCC2,0.5,17,2,1,-17,1,-1,-10,7,-6
CCOC(=O)N/N=C/c1ccccc1OCc1ccc(Cl)cc1,-1.4,49,-2,.,-49,3,33,-4,7,-1
Cc1ccc(SC(C)C(=O)NCc2ccncc2)cc1 (stereo not drawn),0.2,-8,1,-1,8,-2,-16,12,1,-9
COc1cccc(CNC(=O)CCCNS(=O)(=O)c2cccs2)c1,0.2,5,0,.,-5,1,16,2,-7,-2
Cc1cccc(N2CCN(c3ccc4cc(S(=O)(=O)N5CCCCC5)ccc4n3)CC2)c1C,1.4,-12,-5,-5,12,-7,-16,-5,-4,-12
O=C(CCCOc1ccccc1)Nc1ccc(Cl)c(S(=O)(=O)N2CCOCC2)c1,-1.3,-10,-2,-9,10,-4,-32,-15,1,-14
CCOC(=O)N1CCC(NC(=O)Cn2nc(Cc3ccncc3)c3ccccc3c2=O)CC1,5.0,-24,3,-4,24,-3,.,5,-3,6
N/C(=N\OC(=O)c1ccc2c(c1)OCO2)c1ccc(Br)cc1,-4.4,-27,-7,11,27,.,50,2,7,-6
COC(=O)C1=C(C)NC(C)=C(C(=O)OC)C1c1ccc(N(C)C)cc1,-0.5,6,3,.,-6,8,-7,-15,-2,-11
COc1ccc(CNC(=O)C2(CC3CC(c4ccccc4)=NO3)CCN(C(=O)C3(C)CC3)CC2)cc1 (stereo not drawn),0.4,-17,3,-3,17,5,1,-2,-3,-18
C=CCn1c(SCC(=O)Nc2ccc(O)cc2)nc2sc(CC)cc2c1=O,-0.4,.,0,24,.,-8,.,0,5,-4
CCCCSc1nc(C)cc(SCC(=O)N/N=C/c2cccc(OC)c2O)n1,1.6,17,3,0,-17,8,-49,-20,-5,-18

# Brought forward from above: 5 compounds, followed by the next part.
SMILES,CDK5 inh,SR-BI DiI inh,cardiac RTF act,Wnt act,SR-BI uptake up,Rtt109 Vps75,MITF act,dFosB act,HTR5A ag ctr,PvdQ acylase
N/C(=N\OC(=O)c1ccc2c(c1)OCO2)c1ccc(Br)cc1,-4.4,-27,-7,11,27,.,50,2,7,-6
COC(=O)C1=C(C)NC(C)=C(C(=O)OC)C1c1ccc(N(C)C)cc1,-0.5,6,3,.,-6,8,-7,-15,-2,-11
COc1ccc(CNC(=O)C2(CC3CC(c4ccccc4)=NO3)CCN(C(=O)C3(C)CC3)CC2)cc1 (stereo not drawn),0.4,-17,3,-3,17,5,1,-2,-3,-18
C=CCn1c(SCC(=O)Nc2ccc(O)cc2)nc2sc(CC)cc2c1=O,-0.4,.,0,24,.,-8,.,0,5,-4
CCCCSc1nc(C)cc(SCC(=O)N/N=C/c2cccc(OC)c2O)n1,1.6,17,3,0,-17,8,-49,-20,-5,-18
CCCCCC(=O)C(=O)c1ccc(O)cc1O,1.8,-20,-2,1,20,-1,3,-9,1,-27
CCc1nc(Nc2cc(OC)ccc2OC)c2oc3ccccc3c2n1,-0.5,2,-3,-2,-2,-12,10,4,7,-11
CCN(CC)C(=O)c1sc2nc(-c3ccccc3)ccc2c1N,-1.3,6,3,10,-6,3,46,-8,-6,-5
Cc1cc(C(=O)O)ccc1-c1ccc(/C=N/n2cnnc2)o1,1.1,-12,0,1,12,2,3,-4,1,-13
Cc1ccc(NCCNc2ccc(C)cc2)cc1,0.3,8,1,.,-8,13,21,-4,-2,2
CC(C)c1ccc(NC(=O)C(=O)C2C(=O)Nc3ccccc32)cc1 (stereo not drawn),-3.9,-7,0,3,7,2,1,3,2,16
CCCCCOC(=O)C1=C(C)NC(=O)NC1c1ccc(OC)cc1 (stereo not drawn),1.2,13,-1,-1,-13,2,1,-6,-1,-14
CCOC(=O)c1sc2nc(CSc3nc4ccccc4n3CC)[nH]c(=O)c2c1C,0.7,-5,3,.,5,3,.,-11,-2,-14
CCOC(=O)[C@H]1[C@H]2COc3ccc(Cl)cc3[C@@H]2N2C(=O)CN(CC3CCCO3)C(=O)[C@@]12C (stereo partly drawn),1.8,-5,7,-2,5,3,11,-3,1,-15
Cn1c(C(=O)N2CCOCC2)cnc1Sc1ncc(C(F)(F)F)cc1Cl,2.3,2,5,.,-2,-6,0,1,-3,0
CCCn1c(CCC(=O)O)ccc1-c1ccc(OC)cc1,0.6,-16,-2,.,16,.,7,-6,-7,-1
COc1ccc(S(=O)(=O)N(CC(=O)N2CCN(c3ccccc3OC)CC2)c2ccccc2)cc1,-1.5,38,3,.,-38,.,-7,-8,1,-7
N#CCCn1c2ccccc2c2nc3ccccc3nc21,-1.8,-21,3,.,21,-11,19,-23,-1,6
COCCNC(=O)C(c1ccc(O)cc1)N(Cc1ccco1)C(=O)CCC(=O)Nc1ccccn1 (stereo not drawn),0.4,.,-2,3,.,0,9,-5,-7,-4
CCOc1ccc(NS(=O)(=O)c2ccc3c(c2)N(C(C)=O)CC3)cc1,0.4,-7,11,0,7,7,-9,-1,2,2
CC(=O)N/C(=C/c1ccc([N+](=O)[O-])cc1)C(=O)O,-1.2,-12,4,0,12,.,-9,3,6,1
O=C(COc1ccc([N+](=O)[O-])cc1)NNC(=O)c1cccs1,-0.3,-8,-7,0,8,5,-7,6,1,4
CC(=O)Nc1ccc(S(=O)(=O)NCc2cccnc2)cc1,0.8,-17,4,.,17,-11,9,-5,1,-17
COc1ccc(CN2C(=O)Cc3c2nc(N)c2c(N)nc(N4CCOCC4)c(C#N)c32)cc1,1.1,.,5,-5,.,-17,2,-20,-4,-10
CC/C(=C\c1ccc(Cl)cc1)c1ccncc1,-0.2,29,-2,3,-29,-7,-3,0,2,-4
Cc1ccc(NC(=O)NCc2cccnc2)cc1C,-0.4,0,-3,0,0,24,17,3,3,-1
CC(C)(C)C1CCc2c(sc(NC(=O)c3cccs3)c2C(N)=O)C1 (stereo not drawn),0.1,15,1,.,-15,5,44,-5,-1,-7
O=C(C1CCCN(Cc2ccccc2F)C1)N1CCc2ccccc2C1 (stereo not drawn),0.6,1,.,-1,-1,1,.,1,.,-12
CCC(=O)N1CC2(c3ccccc3)CN(C(=O)CC)CC(c3ccccc3)(C1)C2=O,-0.1,.,-2,2,.,0,-8,-12,0,-9
CC(=O)NCCN1C(=O)C2C3c4ccccc4C(c4ccccc43)C2C1=O (stereo not drawn),-3.0,-23,2,.,23,-12,.,-6,3,-16
Cc1ncc(CO)c2c1OC(C)(C)OC2,2.0,-10,-2,-4,10,0,0,-3,5,9
CCOC(=O)NC1(C(F)(F)F)C(=O)NC(C)=C1C(=O)OC (stereo not drawn),-0.1,6,17,-3,-6,4,-1,3,2,-6
CN(NC(=O)NN)c1ncc(C(F)(F)F)cc1Cl,1.3,-12,-2,.,12,2,.,-4,-1,7
OCC1(Cc2ccccc2F)CCCN(Cc2c(F)ccc(F)c2F)C1 (stereo not drawn),-0.9,21,3,5,-21,2,7,-8,6,-10
O=C(O)C(c1ccccc1)C1CCCCC1O (stereo not drawn),-0.6,-3,2,1,3,0,3,-2,4,-15
Cc1c(C(=O)c2ccccc2C(=O)O)sc2ccccc12,1.5,-3,-1,-1,3,0,1,-2,2,-16
O=C(COc1ccc2c(C(F)(F)F)cc(=O)oc2c1)NCc1cccs1,-0.1,-11,-8,-2,11,-17,6,4,5,-6
Nc1[nH]n2c(=O)cc(-c3ccccc3)nc2c1N=Nc1ccccc1,1.7,-14,-10,.,14,1,-6,2,-5,4
CCC(=O)N(CCc1ccc(OC)c(OC)c1)Cc1cc2ccc(C)cc2n2nnnc12,-1.1,1,1,-1,-1,-6,-3,1,3,-22
COc1cc2c(cc1OC)C1(NCC2)C(=O)Nc2ccccc21 (stereo not drawn),7.3,-33,5,.,33,3,-1,6,-7,4
C=CCOc1cccc(C(=O)NC(c2ccccc2)C(C)C)c1 (stereo not drawn),1.6,-3,-3,-1,3,-3,-24,-8,-3,-1
CCn1c(SC)nnc1C1CCN(S(=O)(=O)c2ccc(OC)cc2)CC1,-1.0,-1,14,-2,1,2,.,1,2,-12
O=c1c(NCCc2ccccc2)c(-c2ccccc2)c1=O,1.0,11,-1,2,-11,0,-3,-2,5,-11
CC(=O)c1ccc(N2CCN(C(=O)CCCn3c(=S)[nH]c4cc5c(cc4c3=O)OCO5)CC2)cc1,-0.6,34,0,.,-34,-14,.,-3,-1,-4
Cn1c(SCC(=O)Nc2cccc(S(=O)(=O)NC3=NCCCCC3)c2)nnc1-c1ccccc1,0.0,-6,7,-2,6,-9,-11,-2,0,4
CC(NC(=S)Nc1ccccc1)C(c1cccs1)N1CCOCC1 (stereo not drawn),1.0,-6,4,-2,6,-14,-15,-4,0,-13
Cc1ccc(-c2cc(C(=O)NCc3cccnc3)no2)cc1,2.3,-19,10,23,19,-7,59,-10,-3,-9
O=C(Nc1ccc(Cl)cn1)c1ccc2c(c1)OCCO2,0.1,16,4,24,-16,-2,6,-10,2,5
COc1ccc(NC(=O)COc2nsnc2N2CCOCC2)cc1,0.2,-1,-9,-2,1,.,9,3,2,-9
Cc1ccc(S(=O)(=O)N/N=C/c2cnn(C)c2C)cc1,-1.9,-19,3,.,19,-2,-1,-6,3,-9
CCOC(=O)c1c(C)[nH]c(C)c1C(=O)COC(=O)/C=C/c1ccccc1[N+](=O)[O-],1.8,27,4,-1,-27,-16,-14,-9,1,12
Cn1cccc1C(=O)N1CCc2ccccc2C1,0.1,0,1,6,0,-6,12,6,-5,-17
Fc1cccc(C[n+]2csc3ccccc32)c1,2.3,13,1,.,-13,6,5,10,8,1
COc1cc(NC(=S)NCCC(c2ccccc2)c2ccccc2)c(OC)cc1Cl,-0.2,25,9,.,-25,16,6,-2,-1,5
CC(C)Cc1cc(C(=O)N2N=C(C(F)F)CC2(O)C(F)F)c2ccccc2n1 (stereo not drawn),0.3,51,-1,-1,-51,-3,2,-11,2,-18
CCOC(=O)C1CCN(C(=O)Cc2c(C(=O)O)[nH]c3ccccc23)CC1,0.2,-16,3,.,16,-1,-14,-3,-1,-4
CC(C)N1C(=O)/C(=C/c2nc3ccccc3c(=O)n2-c2ccccc2)c2ccccc21,0.4,47,0,.,-47,1,-24,-1,1,0
O=C(NCCCCc1ccccc1)c1ccc(Br)o1,-1.4,-47,5,.,47,-3,4,3,3,10
CCOC(=O)C1=NN(c2ccccc2)C2=NC(C)=C(C(=O)OC)C(c3cccs3)N12 (stereo not drawn),-1.7,1,-5,.,-1,2,.,-6,3,-7
CCNC(=S)Nc1cc(OCC)c(N2CCOCC2)cc1OCC,-0.8,-30,2,-1,30,-9,-3,-3,5,-2
CCCN(C(=O)c1cc(Cl)nc2ccccc12)C1CCS(=O)(=O)C1 (stereo not drawn),-0.6,-8,1,-1,8,3,-12,-7,-3,2
